NSD2 inh – inhibitors of human NSD2, primary screen, biochemical, plate reader, single point | AID 624260, 2012 | NSD2-SET H3K36me1 DELFIA fluorescence | Histone-lysine N-methyltransferase NSD2 (Homo sapiens), O96028 | 44,000 compounds, 0.07% hits | inhibition, % at 12.5 µM; in the data active = inhibition above about 54%, passing the limit was not always enough;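 also: inhibitors reduce the monomethyl H3K36 fluorescence signal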
An asterisk follows results filed as active. Not all compounds are listed (hit frequency here may not be typical).

SMILES | NSD2 inh
C[C@@H]1CN([C@H](C)CO)C(=O)c2cc(NC(=O)CCCCCC(=O)Nc3ccccc3N)ccc2O[C@H]1CN(C)S(=O)(=O)c1ccc(F)cc1 | -2
CC(=O)N(C)C[C@@H]1Oc2cc(-c3cncnc3)ccc2S(=O)(=O)N([C@H](C)CO)C[C@@H]1C | -2
C[C@@H]1CCCCO[C@H](CN(C)Cc2ccc(C(=O)O)cc2)[C@@H](C)CN([C@H](C)CO)C(=O)c2cc(NS(=O)(=O)c3ccc(Cl)cc3)ccc2O1 | 0
C[C@@H]1CN([C@@H](C)CO)S(=O)(=O)c2ccc(C#Cc3ccccc3F)cc2O[C@H]1CN(C)C(=O)Cc1ccccc1 | 3
CC(=O)N(C)C[C@H]1Oc2cc(-c3cccc(F)c3)ccc2S(=O)(=O)N([C@@H](C)CO)C[C@@H]1C | -2
COc1ccc(NC(=O)N(C)C[C@H]2Oc3ccc(NC(=O)CCC(F)(F)F)cc3C(=O)N([C@@H](C)CO)C[C@@H]2C)cc1 | 0
C[C@@H]1CN([C@H](C)CO)S(=O)(=O)c2ccc(C#CC3CC3)cc2O[C@@H]1CN(C)Cc1ccccc1 | 1
C[C@@H]1CN([C@@H](C)CO)C(=O)CCCn2cc(nn2)CO[C@@H]1CN(C)Cc1ccccc1C(F)(F)F | 3
C[C@@H]1CCCCO[C@H](CN(C)C)[C@@H](C)CN([C@@H](C)CO)C(=O)c2cc(NC(=O)CCC(F)(F)F)ccc2O1 | -32
C[C@@H]1CN([C@H](C)CO)C(=O)c2cc(-c3cccc(F)c3)cnc2O[C@H]1CN(C)CC1CCOCC1 | -3
C[C@@H]1CCCCO[C@H](CN(C)S(C)(=O)=O)[C@H](C)CN([C@@H](C)CO)C(=O)c2cc(NS(=O)(=O)c3ccccc3)ccc2O1 | -2
CC(C)NC(=O)N(C)C[C@H]1Oc2ccc(NC(=O)Nc3ccccc3)cc2CC(=O)N([C@H](C)CO)C[C@H]1C | 2
COc1ccc([Si](C)(C)[C@@H]2[C@@H](CCn3cc([C@H](O)c4ccccc4)nn3)O[C@]3(C(=O)N(C)c4ccccc43)[C@H]2C)cc1 | -2
CC(C)C#Cc1cnc2c(c1)C(=O)N([C@@H](C)CO)C[C@H](C)[C@@H](CN(C)C(=O)C1CCC1)O2 | 2
NC(=O)COc1ccc(/C=N/NC(=O)CCCCCCC(=O)Nc2ccccc2O)cc1 | 3
C[C@H](CO)N1C[C@H](C)[C@@H](CN(C)CC2CCCCC2)OCCCC[C@H](C)Oc2ccc(N(C)C)cc2C1=O | -1
Cc1noc(C)c1S(=O)(=O)Nc1ccc2c(c1)C(=O)N([C@H](C)CO)C[C@H](C)[C@H](CN(C)C(=O)Nc1ccccc1)OCCCC[C@H](C)O2 | -4
O=C(C[C@@H]1C[C@@H]2c3cc(NC(=O)NC4CCCC4)ccc3O[C@@H]2[C@@H](CO)O1)NCc1ccc(Cl)cc1 | 2
C[C@H](CO)N1C[C@H](C)[C@H](CN(C)C(=O)Nc2ccc(C(F)(F)F)cc2)Oc2ncc(C#C[C@@H](C)O)cc2C1=O | -3
C[C@H](CO)N1C[C@H](C)[C@H](CN(C)CC2CCCCC2)Oc2ccc(NC(=O)CCCN(C)C)cc2CC1=O | 8
C[C@@H]1CN([C@H](C)CO)C(=O)c2cccc(NS(=O)(=O)c3ccc(Cl)cc3)c2O[C@@H]1CN(C)Cc1ccc(Cl)c(Cl)c1 | 0
COC1OC(=O)C(CCC2(C)C(C)CCC3(C)C2CC(O)C(O)C32CO2)C1O (stereo not drawn) | -6
Cc1noc(C)c1S(=O)(=O)N(C)C[C@H]1OCCCC[C@H](C)Oc2ccc(NC(=O)NC(C)C)cc2C(=O)N([C@@H](C)CO)C[C@@H]1C | -2
C[C@@H]1CCCCO[C@@H](CN(C)C(=O)Nc2ccc(F)cc2)[C@H](C)CN([C@@H](C)CO)C(=O)c2cc(NC(=O)Nc3ccccc3)ccc2O1 | -5
C[C@@H]1CCCCO[C@H](CN(C)Cc2ccccc2)[C@@H](C)CN([C@H](C)CO)C(=O)c2cc(NS(=O)(=O)c3ccccc3)ccc2O1 | 7

Arranged by the number under NSD2 inh (ascending): 3 of the compounds above
SMILES | NSD2 inh
C[C@@H]1CCCCO[C@H](CN(C)C)[C@@H](C)CN([C@@H](C)CO)C(=O)c2cc(NC(=O)CCC(F)(F)F)ccc2O1 | -32
C[C@@H]1CCCCO[C@H](CN(C)S(C)(=O)=O)[C@H](C)CN([C@@H](C)CO)C(=O)c2cc(NS(=O)(=O)c3ccccc3)ccc2O1 | -2
CC(C)NC(=O)N(C)C[C@H]1Oc2ccc(NC(=O)Nc3ccccc3)cc2CC(=O)N([C@H](C)CO)C[C@H]1C | 2

Remaining list, next part.
SMILES | NSD2 inh
CC(=O)N(C)C[C@@H]1Oc2cc(-c3cncnc3)ccc2S(=O)(=O)N([C@@H](C)CO)C[C@@H]1C | 2
CC1=C(C/C=N/NC(=O)CCCCCCC(=O)O)C(C)(C)CCC1 | 1
C[C@@H]1CN([C@H](C)CO)C(=O)c2cccc(NC(=O)c3ccncc3)c2O[C@@H]1CN(C)Cc1ccccc1 | 7
COc1cccc(C#Cc2ccc3c(c2)O[C@H](CN(C)C(=O)CN2CCOCC2)[C@H](C)CN([C@H](C)CO)S3(=O)=O)c1 | 8
C[C@H](CO)N1C[C@H](C)[C@@H](CN(C)CC2CCCCC2)Oc2ccc(NC(=O)Cc3cn(C)c4ccccc34)cc2CC1=O | -9
C[C@H]1CN([C@@H](C)CO)C(=O)c2cc(NC(=O)CCCCCC(=O)Nc3ccccc3N)ccc2O[C@H]1CN(C)C(=O)NC1CCCCC1 | 0
COc1cccc(-n2cc(C(=O)NO)nn2)c1 | 7
Cc1noc(C)c1NC(=O)Nc1ccc2c(c1)CC(=O)N([C@H](C)CO)C[C@H](C)[C@@H](CN(C)CC1CCCCC1)O2 | -5
C[C@@H]1CN([C@@H](C)CO)C(=O)c2cc(NC(=O)Nc3cccc4ccccc34)ccc2O[C@H]1CN(C)C | 0
COc1ccc(NC(=O)Nc2ccc3c(c2)CC(=O)N([C@H](C)CO)C[C@H](C)[C@H](CN(C)S(C)(=O)=O)O3)cc1 | 3
C[C@H](CO)N1C[C@H](C)[C@@H](CN(C)C)OCc2cnnn2CCCC1=O | -3
CC(C)NC(=O)N(C)C[C@@H]1OCc2cn(nn2)CCCC(=O)N([C@H](C)CO)C[C@H]1C | -10
C[C@H](CO)N1C[C@H](C)[C@H](CN(C)Cc2ccc(-c3ccccc3)cc2)Oc2ccc(NC(=O)Cc3cn(C)c4ccccc34)cc2CC1=O | 2
C[C@@H]1CN([C@@H](C)CO)C(=O)c2cc(NC(=O)Nc3cccc4ccccc34)ccc2O[C@H]1CN(C)S(=O)(=O)c1ccc(F)cc1 | -3
C[C@H]1CN([C@@H](C)CO)S(=O)(=O)c2ccc(C3=CCCCC3)cc2O[C@@H]1CN(C)C(=O)Cc1cccnc1 | 5
Cc1ccc(S(=O)(=O)Nc2ccc3c(c2)C(=O)N([C@@H](C)CO)C[C@H](C)[C@H](CN(C)C(=O)Cc2ccccc2)OCCCC[C@H](C)O3)cc1 | -2
CNC[C@@H]1OCc2cn(nn2)CCCC(=O)N([C@H](C)CO)C[C@@H]1C | 1
COc1c(C2OCC(OC(C)=O)C(OC(C)=O)C2OC(C)=O)c(O)cc2oc(-c3ccc(OC4OC(CO)C(O)C(O)C4O)cc3)cc(=O)c12 (stereo not drawn) | 0
C[C@H](CO)N1C[C@H](C)[C@@H](CN(C)C(=O)Nc2ccc(F)cc2)Oc2ccc(NC(=O)Cc3ccccc3)cc2C1=O | 6
C[C@H]1CN([C@@H](C)CO)C(=O)c2cc(-c3ccccc3)cnc2O[C@H]1CN(C)C(=O)c1ccccn1 | -2
Nc1cccc2c(=O)[nH]ccc12 | 1
O=C(C[C@H]1C[C@@H]2c3cc(NC(=O)Nc4ccc(C(F)(F)F)cc4)ccc3O[C@@H]2[C@@H](CO)O1)NCc1ccc2c(c1)OCO2 | -4
COc1cccc(-c2cnc3c(c2)C(=O)N([C@H](C)CO)C[C@H](C)[C@H](CN(C)Cc2cccnc2)O3)c1 | -1
C[C@@H]1CN([C@H](C)CO)C(=O)c2cc(NC(=O)Nc3ccc(C(F)(F)F)cc3)ccc2O[C@@H]1CN(C)S(=O)(=O)c1cccs1 | -5
COC(=O)C[C@@H]1C[C@H]2c3cc(NC(=O)CC4CC4)ccc3O[C@H]2[C@H](CO)O1 | 4

Next results follow:
molecule | NSD2 inh
C[C@H](CO)N1C[C@H](C)[C@H](CN(C)Cc2ccc(C(=O)O)cc2)Oc2c(NC(=O)NC3CCCCC3)cccc2C1=O | 4
C[C@H]1CN([C@@H](C)CO)C(=O)c2cccc(NC(=O)Nc3cccc4ccccc34)c2O[C@H]1CN(C)Cc1ccncc1 | 0
COc1ccc(NC(=O)N(C)C[C@H]2Oc3c(NS(=O)(=O)c4ccc(F)cc4)cccc3C(=O)N([C@@H](C)CO)C[C@H]2C)cc1 | 33
Cc1noc(C)c1NC(=O)Nc1ccc2c(c1)CC(=O)N([C@H](C)CO)C[C@H](C)[C@@H](CN(C)C(=O)NC1CCCCC1)O2 | 7
C=C(C)[C@@H]1CC=C(/C=N/NC(=O)c2ccc(C(=O)NO)cc2)CC1 | -2
C/C=C/c1cnc2c(c1)C(=O)N([C@@H](C)CO)C[C@@H](C)[C@H](CN(C)C(=O)C1CCC1)O2 | 0
O=C(N[C@H]1C=C[C@@H](CC(=O)N2CCC(Cc3ccccc3)CC2)O[C@@H]1CO)c1cnccn1 | 5
C[C@H]1CCCCO[C@@H](CN(C)CC2CCCCC2)[C@@H](C)CN([C@@H](C)CO)C(=O)c2cc(NS(=O)(=O)c3ccccc3)ccc2O1 | 10
C=CCN1Cc2ccccc2[C@H]2OC(c3ccc(OCCCO)cc3)=N[C@@]2(CCC(=O)OC(C)(C)C)C1=O | -6
COc1ccc(CN(C)C[C@@H]2OCCCC[C@H](C)Oc3ccc(NC(=O)Nc4ccc(OC)cc4)cc3C(=O)N([C@H](C)CO)C[C@@H]2C)cc1 | -3
CNC[C@@H]1Oc2ccc(NC(=O)NC3CCCCC3)cc2CC(=O)N([C@@H](C)CO)C[C@@H]1C | 8
C[C@@H](O)C#Cc1cnc2c(c1)C(=O)N([C@@H](C)CO)C[C@H](C)[C@@H](CN(C)C(=O)CN(C)C)O2 | -6
O=S(=O)(N[C@@H]1CCCN(Cc2ccc(OCCO)cc2)C1)c1cccc2cccnc12 | 4
C[C@H]1CN([C@@H](C)CO)S(=O)(=O)c2ccc(C3=CCCCC3)cc2O[C@@H]1CN(C)C | 3
C[C@H](CO)N1C[C@H](C)[C@@H](CN(C)C(=O)Nc2ccccc2)Oc2ncc(C#CC3CCCCC3)cc2C1=O | -19
COc1cc(C2CC(=O)c3c(O)cc(O)cc3O2)ccc1O (stereo not drawn) | -2
C[C@@H]1CN([C@H](C)CO)C(=O)c2cc(C#CCc3ccccc3)cnc2O[C@H]1CN(C)Cc1cccnc1 | 5
C/C=C/c1ccc2c(c1)O[C@H](CN(C)S(=O)(=O)c1ccc(F)cc1)[C@H](C)CN([C@H](C)CO)S2(=O)=O | 2
COc1ccc(S(=O)(=O)N(C)C[C@@H]2Oc3ccc(NS(C)(=O)=O)cc3C(=O)N([C@@H](C)CO)C[C@@H]2C)cc1 | 9
C[C@@H]1CN([C@H](C)CO)S(=O)(=O)c2ccc(-c3ccc(C#N)cc3)cc2O[C@@H]1CN(C)Cc1cccc(F)c1 | 4
C[C@@H]1CCCCO[C@H](CN(C)Cc2ccncc2)[C@H](C)CN([C@@H](C)CO)C(=O)c2cc(NC(=O)NC3CCCCC3)ccc2O1 | 2
CC(=O)c1cn(CC(=O)NCc2cccnc2)c2ccccc12 | 4
C[C@H]1CN([C@@H](C)CO)C(=O)Cc2cc(NC(=O)Nc3ccc(F)cc3)ccc2O[C@H]1CN(C)C(=O)NC1CCCCC1 | 10
C[C@H]1CN([C@@H](C)CO)C(=O)c2cccc(NC(=O)C3CCCCC3)c2O[C@H]1CN(C)S(=O)(=O)c1ccccc1 | 6
C[C@H](CO)N1C[C@H](C)[C@H](CN(C)C)OCc2cnnn2CCCC1=O | -1
O=C(C[C@H]1C[C@H]2c3cc(NC(=O)C4CCC4)ccc3O[C@H]2[C@@H](CO)O1)NCC(F)(F)F | 0
C[C@H]1CN([C@@H](C)CO)C(=O)CCCn2nncc2CO[C@H]1CN(C)S(=O)(=O)c1ccc(Cl)cc1 | -2
C[C@@H]1CN([C@@H](C)CO)C(=O)c2cc(NS(=O)(=O)c3cn(C)cn3)ccc2O[C@H]1CN(C)Cc1ccc2c(c1)OCO2 | -1
CCCNC(=O)N(C)C[C@H]1Oc2ncc(-c3ccc(OC)cc3)cc2C(=O)N([C@@H](C)CO)C[C@H]1C | -13
C[C@@H]1CN([C@@H](C)CO)C(=O)c2cc(C#CC(C)(C)O)cnc2O[C@@H]1CN(C)C(=O)C1CCOCC1 | -11
Cc1ccc(S(=O)(=O)Nc2ccc3c(c2)C(=O)N([C@@H](C)CO)C[C@H](C)[C@H](CN(C)S(=O)(=O)c2ccc(Cl)cc2)OCCCC[C@@H](C)O3)cc1 | -2

In the list so far, 3 have a COOH group.
molecule | NSD2 inh
C[C@@H]1CCCCO[C@H](CN(C)Cc2ccc(C(=O)O)cc2)[C@@H](C)CN([C@H](C)CO)C(=O)c2cc(NS(=O)(=O)c3ccc(Cl)cc3)ccc2O1 | 0
CC1=C(C/C=N/NC(=O)CCCCCCC(=O)O)C(C)(C)CCC1 | 1
C[C@H](CO)N1C[C@H](C)[C@H](CN(C)Cc2ccc(C(=O)O)cc2)Oc2c(NC(=O)NC3CCCCC3)cccc2C1=O | 4

Two records picked at random from those above, as already listed:
molecule | NSD2 inh
C[C@@H]1CN([C@@H](C)CO)C(=O)c2cc(C#CC(C)(C)O)cnc2O[C@@H]1CN(C)C(=O)C1CCOCC1 | -11
C[C@H]1CN([C@@H](C)CO)C(=O)CCCn2nncc2CO[C@H]1CN(C)S(=O)(=O)c1ccc(Cl)cc1 | -2
